# Screens (PubChem BioAssay)
# mouse IAP activators: activators of mouse IAP, confirmation, biochemical, luminescence, single concentration (AID 434970); intestinal alkaline phosphatase [Mus musculus]; purified mouse IAP, CDP-Star luminescence, 30 min; active compounds read low; activity change, negative = activation, % at 10 µM; 11,000 compounds, 2.9% hits; in the data active means activity change below about -85%;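 further: percent relative to enzyme plus DMSO wells and wells without enzyme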
# mouse IAP activators Fold change: also measured in mouse IAP activators; calls as there; activation factor; measured here: IAP activation factor; active compounds read high;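 fold luminescence change scaled to plate control wells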
# The depositor's hits bear a star.
# Second line of a record – mouse IAP activators, mouse IAP activators Fold change
CCOC(=O)Cn1cnc([N+](=O)[O-])n1
  8, 0.92
CCN(CC)C(=O)[C@H]1C[C@H](CC(=O)NCCc2ccccn2)C(=O)N2CCc3c([nH]c4cc(-c5ccco5)ccc34)[C@]12C
  -27, 1.3
O=C(N/N=C/c1ccc([N+](=O)[O-])o1)c1ccc2c(c1)OCO2
  55, 0.45
O=C(Nc1ccccc1)N1CCc2ccccc21
  4, 0.96
O=C1c2ccccc2N[C@@H]2C=CC[C@@H]2N1O
  8, 0.92
COC(=O)n1ccc(C(=O)Nc2ccccc2F)n1
  9, 0.91
C[N+](C)(C)C(Cc1ccccc1)C(=O)[O-] (stereo unspecified)
  51, 0.49
CC(=O)N1CCN(c2ccc(NCc3ccc4c(c3)OCO4)cc2)CC1
  8, 0.92
C/C(=N\OCC(=O)N/N=C/c1ccc(C)cc1O)c1cccs1
  -5, 1.1
CN1c2ccsc2C(O)=C(C(=O)Nc2ccccc2)S1(=O)=O
  5, 0.95
COc1ccc(C2NCCO2)cc1OC (stereo unspecified)
  5, 0.95
CN(C)C(=O)CCc1ccc2c3c([nH]c2c1)[C@]1(CCC2CCCC2)[C@@H](C(=O)N2CCOCC2)C[C@H](CC(=O)NC(C)(C)C)C(=O)N1CC3
  -1, 1
CCN(CC)C(=O)CSc1nnc(SCc2ccc(Cl)cc2)s1
  -4, 1
CC(=O)C1=C(O)C(=O)N(c2cccnc2)C1c1ccc(Cl)cc1 (stereo unspecified)
  4, 0.96
CCC(Sc1ncccn1)C(=O)Nc1cc(C)on1 (stereo unspecified)
  -5, 1.1

# In the list so far, these contain nitrogen in an aromatic ring.
# Second line of a record – mouse IAP activators, mouse IAP activators Fold change
CCOC(=O)Cn1cnc([N+](=O)[O-])n1
  8, 0.92
CCN(CC)C(=O)[C@H]1C[C@H](CC(=O)NCCc2ccccn2)C(=O)N2CCc3c([nH]c4cc(-c5ccco5)ccc34)[C@]12C
  -27, 1.3
COC(=O)n1ccc(C(=O)Nc2ccccc2F)n1
  9, 0.91
CN(C)C(=O)CCc1ccc2c3c([nH]c2c1)[C@]1(CCC2CCCC2)[C@@H](C(=O)N2CCOCC2)C[C@H](CC(=O)NC(C)(C)C)C(=O)N1CC3
  -1, 1
CCN(CC)C(=O)CSc1nnc(SCc2ccc(Cl)cc2)s1
  -4, 1
CC(=O)C1=C(O)C(=O)N(c2cccnc2)C1c1ccc(Cl)cc1 (stereo unspecified)
  4, 0.96
CCC(Sc1ncccn1)C(=O)Nc1cc(C)on1 (stereo unspecified)
  -5, 1.1

# Three structures already listed, arranged by molar mass, largest number first:
# Second line of a record – mouse IAP activators, mouse IAP activators Fold change
CCC(Sc1ncccn1)C(=O)Nc1cc(C)on1 (stereo unspecified)
  -5, 1.1
COC(=O)n1ccc(C(=O)Nc2ccccc2F)n1
  9, 0.91
CCOC(=O)Cn1cnc([N+](=O)[O-])n1
  8, 0.92

# Next section.
# Second line of a record – mouse IAP activators, mouse IAP activators Fold change
COc1cc(NC(=O)c2ccccc2)cc(OC)c1
  1, 0.99
COc1ccc(C2/C=C\CN(CC(C)C)CC(=O)N2Cc2cccc(F)c2)cc1 (stereo unspecified)
  4, 0.96
O=C(/C=C/c1ccco1)NC(=S)NNC(=O)c1ccco1
  54, 0.46
COc1ccc(-c2noc(CCCCC(=O)N3CCN(c4cc(C)ccc4C)CC3)n2)cc1
  -6, 1.1
CCOC(=O)c1ccc(NC(=O)Nc2ccc3c(c2)OCCO3)cc1
  -106*, 2.1*
Cc1c(C(=O)NC(=S)Nc2ccccc2N2CCCC2)cccc1[N+](=O)[O-]
  28, 0.72
O=C(N/N=C/c1cc2ccccc2nc1Cl)/C(=C/c1cccs1)NC(=O)c1ccccc1
  15, 0.85
CCOC(=O)Cc1csc(NC(=O)CSc2nc3cccnc3n2CC)n1
  21, 0.79
CCN(CC)C(=O)[C@H]1C[C@H](CC(=O)NCc2ccco2)C(=O)N2CCc3c([nH]c4cc(CCC(=O)N(C)C)ccc34)[C@]12C
  -4, 1
CC(=O)c1ccc(NC2OC(C)C(O)C(O)C2O)cc1 (stereo unspecified)
  -4, 1
COc1cc(-c2nc3n(n2)C(c2ccncc2)C(C(N)=O)=C(C)N3)cc(OC)c1OC (stereo unspecified)
  3, 0.97
O=C(Nc1ccc(Cl)cc1)N[C@@H]1c2c(ccc3ccccc23)OC[C@@H]1CO
  -385*, 4.9*
CCCCNC(=O)C(C1CCCCC1)N(CCN(C)C)C(=O)CCCN1C(=O)NC(c2ccc(-c3ccccc3)cc2)C(C(=O)OCc2ccccc2)=C1C (stereo unspecified)
  -148*, 2.5*
CCC(Oc1ccccc1)C(=O)Nc1ccccn1 (stereo unspecified)
  5, 0.95
O=C(Nc1nc(-c2ccccc2)cs1)NC1CCCCC1
  -61, 1.6
COc1ccc(C(=O)/C=C2\NCC3c4ccccc4CCN3C2=O)cc1 (stereo unspecified)
  5, 0.95
COc1cc(CC(=O)N2CCc3ccccc32)cc(OC)c1OC
  4, 0.96
Cc1cc(C(=O)NNC(=S)NCc2ccco2)n(C)n1
  27, 0.73
CC(C)c1ccc(/C=C/C(=O)n2nnc3ccccc32)cc1
  2, 0.98
COc1cc(C)nc(NC(=O)COc2ccc(Cl)cc2C)n1
  -4, 1
O=c1cc(NCc2ccccc2)c2ccccc2o1
  4, 0.96
CCn1nnc(NC(=O)c2ccc(-c3ccc(Cl)cc3)o2)n1
  -5, 1.1
COc1ccc(C2CC(c3cccc(Br)c3)=NN2c2ccc(S(N)(=O)=O)cc2)cc1 (stereo unspecified)
  -16, 1.2
O=C(Cn1cnc2c(oc3ccccc32)c1=O)N1CCN(c2ccccc2)CC1
  -6, 1.1
CCCCC(C(=O)NC1CCCC1)N(Cc1ccco1)C(=O)Cn1nnc(-c2ccc(F)cc2)n1 (stereo unspecified)
  -46, 1.5
CN(C)C(=O)CCc1ccc2c3c([nH]c2c1)[C@]1(C)[C@@H](C(=O)N2CCOCC2)C[C@H](CC(=O)NCCc2ccccn2)C(=O)N1CC3
  -2, 1
CC(=O)Nc1ccc(S(=O)(=O)NCC(C)NS(=O)(=O)c2ccc(NC(C)=O)cc2)cc1 (stereo unspecified)
  2, 0.98
O=C(O)CC(C(=O)O)N1C(=O)/C(=C/C=C/c2ccco2)SC1=S (stereo unspecified)
  80, 0.2
COc1ccc2c(c1)cc1n2CCN=C1NCCO
  -4, 1
COC(=O)C(CCSC)NC(=O)CNS(=O)(=O)c1ccc(Br)cc1 (stereo unspecified)
  -3, 1
CC(NCC1(N2CCOCC2)CCCCC1)C(=O)N1CCc2ccccc21 (stereo unspecified)
  -5, 1.1
Cc1onc(-c2ccccc2)c1CNC(=O)Nc1ccc(C(F)(F)F)cc1
  -99*, 2*
COc1ccc(/C(O)=C2/C(=O)C(=O)N(Cc3cccnc3)C2c2ccco2)cc1OC (stereo unspecified)
  10, 0.9
O=C(CCc1c[nH]c2ccccc12)NCC1CCCO1 (stereo unspecified)
  -6, 1.1
CCN1C(=O)C2C(c3cccc(F)c3)NC(C)(C(=O)OC)C2C1=O (stereo unspecified)
  -5, 1.1
Cn1c(=O)[nH]c(=O)c2c1nc(N1CCCCC1)n2CC(O)CN1CCCCC1 (stereo unspecified)
  1, 0.99
CCCc1c(O)nc(SCc2ccccc2)[nH]c1=O
  -5, 1.1
C=CCNc1nc(NCCO)nc(N2CCCC2)n1
  6, 0.94
O=S(=O)(Nc1ccc(N2CCOCC2)cc1)c1ccccc1
  7, 0.93
C=CCN1C(=O)/C(=C\c2cccs2)C(C(=O)OC)=C1C
  15, 0.85
O=C(CSCc1ccc(Cl)cc1)Nc1ccc(S(=O)(=O)N2CCCCCC2)cc1
  -11, 1.1
Cc1nc2sc(C(c3ccccc3)N3CC(C)OC(C)C3)c(O)n2n1 (stereo unspecified)
  6, 0.94
O=C(CNC(=O)c1cnccn1)Nc1ccc(F)c(F)c1F
  -8, 1.1
COc1ccc(-c2sc3ccc(OC)cc3c2-c2ccc(OCCN3CCOCC3)cc2)cc1
  -6, 1.1
O=S(=O)(Nc1ccc(S(=O)(=O)N2CCCCC2)cc1)c1cccs1
  7, 0.93
COc1ccc(CN2C[C@]3(CO)O[C@@H](CO)C[C@@H]3S2(=O)=O)cc1
  -5, 1
CCSc1cc(C2C(C#N)=C(N)OC(C)=C2C(=O)OC)c(C)o1 (stereo unspecified)
  -2, 1
CCn1c(NCc2cc(OC)ccc2OC)nc2ccccc21
  -9, 1.1
COC(=O)c1cn(NC(=O)c2ccncc2)c(=O)c2ccccc12
  -1, 1
Clc1ccccc1-c1nn2c(Cn3cnc4ccccc43)nnc2s1
  14, 0.86
O=C(Nc1cccc(Cl)c1Cl)c1ccncc1
  -6, 1.1
O=C(O)CONC(=O)c1cc(OCC(F)(F)F)ccc1OCC(F)(F)F
  7, 0.93
CCOC(=O)c1c(NC(=O)CSc2nnc(CN3CCOCC3)n2C)sc2c1CCCC2
  0, 1
CCCc1nc2oc3c(NCc4ccccn4)ncnc3c2c2c1COC(C)(C)C2
  8, 0.92
Cc1ccc(S(=O)(=O)N2CCCC2c2nc3ccccc3s2)cc1 (stereo unspecified)
  4, 0.96
CC1(C)CC(=O)C=C(NCCO)C1
  -17, 1.2
Cc1ccc(-n2c(C)nnc2SCC(=O)N2CCc3ccccc3C2)cc1C
  3, 0.97
COc1cc(SC)ccc1C(=O)N1CCCCCC1
  -5, 1
COC(=O)c1cc(COc2ccc3ccc(=O)oc3c2)c(C)o1
  3, 0.97
O=C(CSc1nnc(C2CC2)n1Cc1ccccc1)N1CCN(S(=O)(=O)c2ccccc2)CC1
  -4, 1

# The list goes on:
# Second line of a record – mouse IAP activators, mouse IAP activators Fold change
COc1ccc(CNC(=O)C(OC(=O)c2ccco2)c2ccc(OC)cc2)cc1 (stereo unspecified)
  -5, 1.1
CN(C)Cc1cc(CN(C)C)c(O)c(CCc2ccccc2)n1
  3, 0.97
CCOc1ccccc1NC(=O)C1CCCN(C(=O)Nc2ccccc2)C1 (stereo unspecified)
  4, 0.96
CCCc1nc2c(=O)[nH]c3ccccc3c2o1
  -1, 1
CCOC(=O)C1=C(C)c2ccccc2OC1(C(=O)OCC)C(C)C (stereo unspecified)
  -6, 1.1
O=C(O)CC(=O)Nc1ccccc1C(=O)O
  9, 0.91
Cc1cc(C(F)F)n2ncc(C(=O)NCCc3ccc(Cl)cc3)c2n1
  5, 0.95
CCN1CCN(c2ncc(C(=O)Nc3ccccc3C(=O)OC)c3ccccc23)CC1
  13, 0.87
Cc1cc(C)nc(NC(=O)NS(=O)(=O)Nc2ccc(Br)cn2)n1
  8, 0.92
CCC(=O)Nc1ccc2c(c1)ncn2-c1ccc(OC)cc1
  1, 0.99
Cc1ccc2cc3cc(C(=O)N4CCN(Cc5ccccc5)CC4)sc3nc2c1
  0, 1
COC(=O)C1=C(C)NC(=O)NC1c1ccc(N2CCC(c3ccccc3)=N2)cc1 (stereo unspecified)
  -68, 1.7
CCOc1ccc(N(CC)C(=O)CCNC(=O)Cn2ccc3ccccc3c2=O)cc1
  -11, 1.1
O=C(N/N=C/c1cc2c(cc1[N+](=O)[O-])OCO2)c1ccccn1
  58, 0.42
CC[C@]12c3[nH]c4cc(-c5ccco5)ccc4c3CCN1C(=O)[C@@H](CC(=O)NCc1ccco1)C[C@@H]2C(=O)N1CCN(C(=O)c2ccco2)CC1
  -20, 1.2
CCOC(=O)c1sc(Nc2ccc(C)cc2C)nc1C
  -7, 1.1
O=C1c2ccccc2CCC1C(O)c1ccccn1 (stereo unspecified)
  2, 0.98
CSc1ccc(CCNC(=O)CSc2ccsc2[N+](=O)[O-])cc1
  23, 0.77
Cc1cc2c(ncn2Cc2ccccc2)c(NS(C)(=O)=O)c1C
  -7, 1.1
COc1ccsc1C(=O)N1CCN(Cc2ccc3c(c2)OCO3)CC1
  8, 0.92
O=C(Nc1ccc(Cl)cc1)Nc1ccc(-c2cnco2)cc1
  -34, 1.3
Cc1ccc(C(=O)CCC(=O)Nc2cccnc2)cc1C
  4, 0.96
Clc1cc(Cl)c2nc(N3CCCCC3)sc2c1
  -6, 1.1
COc1ccc(C2C(C(=O)N3CCC(C)CC3)c3ccccc3C(=O)N2C)cc1 (stereo unspecified)
  -4, 1
CCN(CC)C(=O)C(=O)Nc1cc(C(F)(F)F)ccc1Cl
  -9, 1.1
CCOc1ccccc1CN1C(=O)NC(C)(c2ccccc2)C1=O (stereo unspecified)
  0, 1
CCN1CCN(C(=O)c2cc3cc4ccc(OC)cc4nc3s2)CC1
  -12, 1.1
Cc1cc(-c2ccccc2)n(-c2ccccc2)n1
  85, 0.15
CC[C@]1(C(=O)OC)[C@H]2C(=O)N(Cc3ccccc3)C(=O)[C@H]2[C@H]2CN(C)C(=NC)N21
  0, 1
Cc1ccc(NC(=O)CSC2=C(C#N)C(c3ccco3)C3=C(CC(C)(C)CC3=O)N2)cc1 (stereo unspecified)
  4, 0.96
O=C(Nc1cccc(-c2cccc(Cl)c2)c1)C1CCN(Cc2ccon2)CC1
  -73*, 1.7*
COc1ccc(NC(=O)N(C)C[C@H]2Oc3ccc(NC(=O)NC4CCCCC4)cc3C(=O)N([C@H](C)CO)C[C@@H]2C)cc1
  -61, 1.6
CCOC(=O)Cc1cc(=O)n(-c2nc3ccccc3s2)[nH]1
  19, 0.81
Cn1c(=O)c2nc(-c3ccccc3)oc2c2ccccc21
  -6, 1.1
CCCCCn1c(=O)[nH]c2cc(C(=O)NCCCN3CCC(C)CC3)ccc2c1=O
  -2, 1
CCOC(=O)C1=C(C)NC2(O)c3ccccc3C(=O)C12O (stereo unspecified)
  5, 0.95
Cc1cc(/C=C2\SC(=S)NC2=O)c(C)n1-c1ccc(O)cc1
  71, 0.29
Cc1c(O)nc(SC2CC(=O)N(c3ccccc3)C2=O)[nH]c1=O (stereo unspecified)
  11, 0.89
O=C(CSc1nc2ccc(NC(=O)CSc3nnnn3Cc3ccccc3)cc2s1)Nc1ccccc1
  3, 0.97
CCOC(=O)C1C(C(=O)OC)=C(C2=CCCCC2)c2ccccc2N1S(=O)(=O)C(F)(F)F (stereo unspecified)
  3, 0.97
FC(F)(F)c1ccc(NC(=S)NC2CCCCC2)cc1
  -25, 1.2

# This is a subset; count on the stated rates, not on these rows.
